# Tau fluor cs: counter-screen for tau fibril formation inhibitors; tau K18 P301L Alexa594 fluorescence, heparin fibrillization; Potency, µM (top dose mostly 57.7 µM), without a hit: top-dose activity change, negative = decrease; 280,000 tested, 0.93% active; AID 1463; note: % is set by controls: 0 for no effect and ±100 for the full control effect; nearly all actives have a fitted effect of over 55% in size
#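 Human tau K18 P301L (15 uM unlabeled, 0.24 uM Alexa 594-labeled) in 100 mM sodium acetate pH 7 with 20 uM heparin, 6 hr at 37 C. ThT 30 uM added, 1 hr ambient; Alexa 594 FP and total fluorescence read at 555/632 nm.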
# Epigenetic derep: epigenetic control regulation, reporter derepression; 280,000 tested, 0.2% active; murine LDR cells, GFP reporter derepression, 30 h; Potency, µM (doses to about 53.9 µM), for inactives: top-dose GFP activation, most hits filed as activators; note: % of control where 0% means no effect; nearly all actives have a fitted effect of over 60% in size
#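 Reporter derepression read as number of fluorescent GFP-positive objects, 20-120 um in size, counted by laser-scanning cytometer. Mouse LDR line with an epigenetically silenced CMV-GFP locus; compound incubation 30 h, 37 C.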
# GAA glycogen mod: GAA glycogen-cleavage inhibition or activation | 300,000 tested, 0.38% active | AID 2100 | recombinant GAA, glycogen substrate, Amplex Red glucose oxidase fluorescence | Potency, µM (titrated, usually from 76.4 µM), for inactives: at the top dose activity change, negative = inhibition, most hits filed as inhibitors;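 note: 0% = full enzyme reaction and -100% = no-enzyme basal signal; the screen sought inhibitors and activators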
#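 qHTS, 1536-well; enzyme 4 nM final; cpd up to 77 uM; substrate bovine liver glycogen 30 ug; 50 mM citrate/phosphate pH 5.0, 0.01% Tween-20; 37 C, 40 min; Amplex Red detection 45 min RT; Hill fit → AC50.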
# ALDH1A1 block: ALDH1A1 (human) enzyme inhibition; 220,000 tested, 7.3% active; Potency, µM (doses to about 75.3 µM), without a hit: at the highest dose activity, negative = inhibition, hits mostly inhibitors; Purified ALDH1A1, NADH fluorescence, propionaldehyde substrate; P00352; AID 1030; active = well fitted inhibition curve with a large enough effect, not every such curve was filed as active; inconclusive = small, poorly fitted or top-dose-only effect, or another doubt; inactive = no such curve, though single readings can be large or run the other way;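 note: plate controls were no enzyme wells and a reference inhibitor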
# Target sequence (P00352 whole entry, looked up): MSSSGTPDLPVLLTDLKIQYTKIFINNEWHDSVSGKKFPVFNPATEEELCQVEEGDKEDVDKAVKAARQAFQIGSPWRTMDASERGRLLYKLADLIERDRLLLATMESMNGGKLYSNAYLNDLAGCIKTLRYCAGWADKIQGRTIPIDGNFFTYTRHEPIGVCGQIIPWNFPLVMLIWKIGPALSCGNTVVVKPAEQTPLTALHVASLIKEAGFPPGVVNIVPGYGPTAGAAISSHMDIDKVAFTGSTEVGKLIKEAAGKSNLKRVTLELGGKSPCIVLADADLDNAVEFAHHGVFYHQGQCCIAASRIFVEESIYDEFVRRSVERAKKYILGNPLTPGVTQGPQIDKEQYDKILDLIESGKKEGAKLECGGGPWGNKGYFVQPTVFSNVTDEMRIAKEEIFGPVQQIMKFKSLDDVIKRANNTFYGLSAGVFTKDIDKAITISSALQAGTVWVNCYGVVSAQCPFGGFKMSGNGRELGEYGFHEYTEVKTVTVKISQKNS
# aGlu spleen mod: inhibitors or activators of human alpha-glucosidase in spleen homogenate; 240,000 tested, 0.006% active; Potency, µM (series often up to 79.9 µM), for the others: at the top dose activity change, negative = inhibition, actives largely listed as inhibitors; human spleen homogenate, 4-MU-alpha-glucoside fluorescence;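 note: 0% = enzyme with vehicle and -100% = no enzyme basal signal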
#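 Human spleen homogenate (1 ug) incubated with compounds and 1 mM 4-methylumbelliferyl-alpha-D-glucopyranoside in pH 5.0 citrate/phosphate buffer, 37 C, 40 min. Stopped at pH 10; 4-MU fluorescence (Ex 365/Em 440 nm); AC50 by Hill fit.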
# NPSR antag: neuropeptide S receptor (human) antagonism, cAMP; Q6W5P4; CHO-NPSR cells, cAMP TR-FRET, antagonist mode; Potency, µM (titrated, usually from 38.3 µM), inactives show top-dose activity change, negative = inhibition, most hits filed as inhibitors; 220,000 tested, 1% active; AID 1461; note: % is set by controls: 0 for no effect and ±100 for the full control effect; nearly all actives have a fitted effect of over 50% in size; many of its hits are not listed in these tables
# GLA spleen mod: alpha-galactosidase A (human) modulation; Potency, µM (titrated, usually from 80 µM), inactives show at the top dose activity change, negative = inhibition, actives largely listed as inhibitors; P06280; AID 2107; 240,000 tested, 0.008% active; human spleen homogenate, 4MU-alpha-Gal fluorescence, 40 min;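 note: 0% = enzyme with vehicle and -100% = no enzyme basal signal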
# Target sequence (P06280 32-429 limits assumed): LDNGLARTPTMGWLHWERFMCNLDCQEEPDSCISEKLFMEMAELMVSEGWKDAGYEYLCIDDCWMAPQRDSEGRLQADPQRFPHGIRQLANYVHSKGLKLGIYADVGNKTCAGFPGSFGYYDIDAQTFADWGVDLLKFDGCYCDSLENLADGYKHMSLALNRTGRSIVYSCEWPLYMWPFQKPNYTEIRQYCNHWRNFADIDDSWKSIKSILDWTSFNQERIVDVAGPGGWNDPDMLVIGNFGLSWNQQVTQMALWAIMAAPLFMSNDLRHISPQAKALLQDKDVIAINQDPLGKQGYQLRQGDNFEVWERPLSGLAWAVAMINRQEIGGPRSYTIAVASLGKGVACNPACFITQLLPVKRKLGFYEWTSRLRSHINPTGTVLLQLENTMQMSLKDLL
#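 Human spleen homogenate (1 ug) was the enzyme source, with 4-methylumbelliferyl-alpha-D-galactopyranoside (1 mM final) in pH 5.0 citrate buffer with 0.01% Tween-20. Compounds were titrated; after 40 min at 37C, NaOH/glycine stop, 4-MU fluorescence read; AC50 from Hill fits.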
# GAA inhib: inhibitors of human lysosomal alpha-glucosidase. purified human GAA, 4-MU-alpha-glucoside fluorescence. 200,000 tested, 0.005% active. P10253. AID 1466. Potency, µM (highest dose often 76.9 µM), inactives show top-dose activity change, negative = inhibition, usual class: inhibitors;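 note: plate controls were uninhibited enzyme wells for no effect and no-enzyme background for full effect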
#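 AC50 values come from Hill fits of compound titrations (up to 77 uM) against 4 nM human enzyme. Substrate 4-methylumbelliferyl-alpha-D-pyranoside at 400 uM, pH 5.0 citrate buffer, 20 min room temperature; fluorescence Ex 365/Em 440 after alkaline stop.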
# The depositor's hits bear a star; ? = inconclusive; . = not tested or not shown; & = joins results of further samples; [ ] = remark or other dose. Unless noted, calls come from the whole dose curve; as a rule, active = well fitted curve in the direction sought with a large enough effect; inconclusive = small, poorly fitted or top-dose-only effect, or another doubt; inactive = no such curve, though single readings can be large; an effect the other way counts as inactive or inconclusive. Potency is the fitted concentration of half-maximal effect. Only part of the results is shown; the hit share may differ from the screen's.
# Values in the order – GAA inhib | aGlu spleen mod | Tau fluor cs | ALDH1A1 block | Epigenetic derep | GAA glycogen mod | NPSR antag | GLA spleen mod
CCOC(=O)C1=C(C)N=C2SC(C)C(=O)N2C1c1ccc(OC(C)=O)c(OCC)c1 (stereo unspecified)
  -14.7% | -2.0% | -0.2% | 4.2% | 0.9% | -0.9% | -16.3%[46.1 µM] | -4.8%
Cc1ccc2cc(C)c3nnc(SCC(=O)c4cccs4)n3c2c1C
  2.5% | 4.9% | -12.5% | ? | 0.0% | -1.2% | -6.7% | 5.1%
CCCc1cc2c(cc1NC(=O)c1ccccc1Cl)OCO2
  7.9% | -2.3% | -7.7% | -3.3% | -1.8% | -10.1% | -3.7%[46.1 µM] | 5.0%
O=C(NNc1c2ccccc2nc2ccccc12)c1cc2ccccc2cc1O
  ? | 7.6% | 4.47µM*[quencher] | -2.3% | 0.0% | 6.1% | -39.8% | 6.6%
COc1ccc(C(C)=O)cc1COC(=O)c1ccc(OCc2c(C)noc2C)cc1
  3.9% | -3.6% | -14.8% | 7.94µM* | 1.6% | -12.0% | 29.2%[46.1 µM] | 3.5%
COc1ccc(/C=N/NC(=O)c2ccccc2O)cc1Cn1cc(Cl)cn1
  -0.6% | -7.5% | -28.5% | -4.3% | 1.8% | -14.5% | -18.2%[46.1 µM] | -1.7%
CCCCCC(=O)Cc1cc(O)cc2c1C(=O)Oc1cc(O)c(C(=O)O)c(CCCCC)c1O2
  . | -3.1% | -21.6% | . | 2.3% | ? | 1.3% | 0.8%
c1ccc(-c2cc(N3CCCCC3)nc(-c3ccccc3)n2)cc1
  3.5% | -2.7% | -12.0% | 15.7% | -1.0% | 4.0% | -19.5% | 6.5%
Cc1ccc(N/N=C2\CC(=O)c3ccccc32)cc1Cl
  . | 2.4% | ? | 25.1µM* | -1.2% | 5.3% | -1.4% | -3.0%
COc1ccc(OC)c(C2C(C(=O)Nc3ccc(F)cc3)=C(C)Nc3nc(CCCO)nn32)c1 (stereo unspecified)
  -20.7% | -8.9% | -5.9% | -6.5% | 1.5% | -14.5% | 0.8%[46.1 µM] | -9.5%
Cn1cccc1Cc1nnc(SCC(=O)NCc2ccco2)n1CCc1ccccc1
  -2.9% | 4.7% | -0.5% | ? | 0.0% | 5.1% | -18.2%[46.1 µM] | 4.9%
CC1=CCC(C(=O)O)C(C(=O)O)C1 (stereo unspecified)
  -10.2% | -5.9% | -2.9% | -10.7% | -1.0% | 0.7% | 5.8%[46.1 µM] | 0.6%
Cc1cn(C2OC(COC(=O)c3ccccc3)C(O)C2O)c(=O)[nH]c1=O (stereo unspecified)
  9.5% | -3.1% | -0.4% | 3.1% | 0.0% | -6.6% | -8.6%[46.1 µM] | 2.9%
O=S(=O)(Nc1ccc(S(=O)(=O)N2CCOCC2)cc1)c1ccccc1
  -11.4% | 0.5% | -1.8% | 5.2% | -1.1% | -5.0% | -8.4%[46.1 µM] | 8.6%
CCCn1c(CCC(=O)O)ccc1-c1ccc(F)cc1
  3.8% | -2.5% | 1.3% | ? | 0.0% | -0.3% | -7.3%[46.1 µM] | 3.6%
CC1CCCCN1C(=O)c1cc(F)c(F)cc1Cl (stereo unspecified)
  -3.2% | -3.5% | 7.4% | -6.7% | -1.0% | 6.8% | 12.4%[46.1 µM] | -10.1%
Cc1cc(C)c(C#N)c(Nc2ccccc2)n1
  5.2% | -3.6% | -2.5% | ? | 1.2% | 5.3% | 11.4%[46.1 µM] | -1.5%
CC(=O)Nc1nc(COc2ccccc2)cs1
  -3.2% | -16.4% | 5.0% | -11.8% | -1.0% | -0.2% | 2.4%[46.1 µM] | -6.7%
CCCc1nnc(NC(=O)C(=O)NCCN(C)C)s1
  . | -6.0% | -4.4% | . | 0.0% | 3.6% | 8.2% | 6.5%
COc1ccc(OC)c(NC(=O)C(CCS(C)(=O)=O)NC(C)=O)c1 (stereo unspecified)
  7.4% | -6.6% | -7.1% | -8.7% | -1.0% | -15.3% | -9.7%[46.1 µM] | -13.0%
O=C(O)CSc1nnc(-c2cc3ccccc3o2)n1-c1ccccc1
  -10.5% | 1.0% | 5.7% | -0.7% | -0.8% | -1.6% | -15.6%[46.1 µM] | 2.7%
COc1cc(NS(=O)(=O)c2ccc(NC(=O)CN3C(=O)c4ccccc4C3=O)cc2)ncn1
  -9.0% | 5.8% | -2.6% | 5.2% | 0.9% | -1.1% | 0.9% | -0.1%
Cc1ccc(S(=O)(=O)N(C)CC(=O)N2CCc3ccccc32)cc1
  -9.8% | -11.6% | -8.5% | -14.1% | 0.0% | 0.0% | -18.9%[46.1 µM] | -9.9%
CCC(C)NC(=O)CC(NS(=O)(=O)c1ccc(C)cc1)c1ccc(OC)cc1 (stereo unspecified)
  -3.6% | -0.7% | -2.1% | ? | 12.1% | 10.2% | 5.4% | -7.1%
CCOC(=O)C1=C(CC)OC(N)=C(C#N)C1c1ccc(OC)cc1OC (stereo unspecified)
  -31.2% | -9.4% | -9.0% | -10.6% | -1.0% | -28.2% | -15.8%[46.1 µM] | -4.6%
COc1ccccc1CNC(=O)c1cccs1
  ? | 0.2% | 2.8% | 11.1% | -2.4% | 4.8% | -8.4%[46.1 µM] | -3.1%
COc1ccccc1Nc1nnc(Cc2ccccc2)c(=O)[nH]1
  5.9% | 4.5% | -6.5% | 1.1% | -3.7% | 1.8% | 5.3% | -3.5%
CCOC(=O)c1oc2ccccc2c1NC(=O)c1cccc(OC)c1
  1.9% | -0.5% | ? | ? | 1.2% | -10.5% | -22.1%[46.1 µM] | -2.3%
Cc1oc2cc(O)cc(C)c2c(=O)c1-c1cnn(-c2ccccc2)c1
  -0.3% | -6.5% | ? | ? | ? | -6.1% | ? | 0.3%
COc1ccc(S(=O)(=O)n2nc(-c3ccc(Cl)cc3)cc2N)cc1
  . | -2.7% | -62.8% | . | 4.2% | -7.8% | -34.9% | -0.1%

# Given with bars between the fields: 2 of the compounds above
structure | GAA inhib | aGlu spleen mod | Tau fluor cs | ALDH1A1 block | Epigenetic derep | GAA glycogen mod | NPSR antag | GLA spleen mod
O=S(=O)(Nc1ccc(S(=O)(=O)N2CCOCC2)cc1)c1ccccc1 | -11.4% | 0.5% | -1.8% | 5.2% | -1.1% | -5.0% | -8.4%[46.1 µM] | 8.6%
Cn1cccc1Cc1nnc(SCC(=O)NCc2ccco2)n1CCc1ccccc1 | -2.9% | 4.7% | -0.5% | ? | 0.0% | 5.1% | -18.2%[46.1 µM] | 4.9%

# The list continues:
# Values in the order – GAA inhib | aGlu spleen mod | Tau fluor cs | ALDH1A1 block | Epigenetic derep | GAA glycogen mod | NPSR antag | GLA spleen mod
CCN(CC)CCN(Cc1cc2cc(C)c(C)cc2[nH]c1=O)C(=S)NCc1ccco1
  ? | 1.8% | -7.8% | -8.9% | -1.1% | -6.2% | -0.3% | 12.5%
COc1ccc(N2C(=O)CS/C2=N\C(=S)Nc2ccccc2)cc1
  -6.4% | 7.7% | -3.1% | ? | ? | 10.3% | 49.0% | -0.7%
CC(C)(C)c1ccc(-c2nn(CCC#N)cc2/C=N/O)cc1
  -10.1% | 5.6% | -9.8% | 0.8% | 1.3% | -10.4% | -17.4% | 9.8%
O=C(COc1ccccc1Cl)Nc1ccc(CN2CCCCC2)cc1
  -2.8% | 5.6% | -3.0% | ? | -2.3% | -9.9% | 1.0% | 2.6%
O=C(CN(Cc1ccco1)C(=O)CCC(=O)Nc1nccs1)NCc1ccccc1
  4.8% | -7.3% | -5.3% | 6.8% | 3.5% | 1.7% | 1.1%[46.1 µM] | -2.4%
CCCCCCCCCCCCC(C(=O)O)C(C)C(=O)O (stereo unspecified)
  . | 4.7% | -0.6% | 4.7% | -1.3% | . | . | 3.6%
CC(=O)Nc1cc(C)nn1-c1nc(C)cc(C)n1
  0.7% | 4.2% | 1.1% | 3.4% | 0.0% | 4.4% | 7.3% | 11.8%
CCOc1cc(/C=N\NC(N)=O)cc(Br)c1OC(C)C
  -11.4% | -0.4% | -6.7% | -2.6% | 0.0% | -3.4% | 0.9% | -0.3%
COc1ccc2c(c1)c(CC(=O)Nc1ccccc1OC)c(C)n2C(=O)c1ccc(Cl)cc1
  -8.7% | -5.4% | -20.2% | -7.1% | 0.0% | -10.5% | ? | -1.3%
COc1cc2c(cc1OC)C1N(CC2)C(=O)CCC12C(=O)CCCC2=O (stereo unspecified)
  . | 5.2% | -5.5% | 4.4% | 0.0% | . | . | -4.5%
COc1ccc(OCCCSc2ncccn2)cc1
  9.1% | -1.9% | -14.6% | ? | -1.0% | 4.6% | -6.9%[46.1 µM] | -1.4%
c1ccc(CNc2nnnn2-c2ccccc2)cc1
  0.5% | 7.1% | -11.3% | 39.8µM* | 0.0% | 4.6% | -5.2%[46.1 µM] | 5.3%
CSc1ccccc1NC(=S)Nc1ccc(S(N)(=O)=O)cc1
  -5.3% | 2.2% | -6.1% | -11.1% | -0.3% | -0.5% | 12.7% | -5.1%
COC(=O)c1ccccc1NC(=O)c1ccco1
  -1.6% | -2.7% | 5.6% | 7.2% | -0.4% | -0.6% | 2.8%[46.1 µM] | -24.1%
O=c1[nH]c(SCCOc2ccccc2F)nc2ccccc12
  -10.1% | 2.3% | -6.7% | -0.1% | 7.7% | 7.9% | 31.9% | 2.1%
Cc1noc(NS(=O)(=O)c2ccc(NC(=O)C(CC(C)C)N3C(=O)c4ccccc4C3=O)cc2)c1C (stereo unspecified)
  . | -11.6% | -4.0% | . | -2.4% | 2.6% | -4.3% | 9.2%
CCOC(=O)c1c(-c2cccc([N+](=O)[O-])c2)csc1NC(=O)CCCOc1ccccc1OC
  0.2% | 0.3% | -16.4% | 28.2µM* | -0.1% | -5.6% | -28.7% | -1.1%
CCCCCCCC(=O)OC[C@H](CO)OC(=O)CCCCCCC
  . | -2.8%&-1.5% | -1.7%&-11.0% | -6.2%&-2.6% | 0.0%&-1.1% | . | . | -10.5%&-9.7%
Cc1cccc(C(=O)NC(=S)NCc2cccnc2)c1
  7.3% | 0.8% | -3.7% | 1.9% | 2.2% | -2.5% | 8.5% | 0.6%
Cc1cccc(NC(=O)C2CC(=O)OC23CCCC3)c1 (stereo unspecified)
  -4.2% | -2.9% | -2.3% | 4.7% | -0.8% | -11.0% | 6.1%[46.1 µM] | -2.1%
O=c1c(Cc2ccc(Cl)cc2)c(O)ccn1Cc1ccncc1
  5.9% | -1.2% | -6.3% | ? | 1.1% | 6.9% | 6.0% | -3.5%
